Bioassay records from PubChem BioAssay.
S1P3 ag – activates the human S1P3 receptor. activation, % at 4.5 µM. AID 373. 60,000 tested, 0.1% active. S1P3 NFAT-BLA reporter cells, agonism, FRET ratio; relative to 1 µM S1P, basal subtracted;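 active = activation above the screen-wide mean plus 3 SD, cut at about 4.5% in these data, passing the limit was not always enough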; also: some compounds called inactive have numbers as strong as hits
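Assay system: stable CHO line with human S1P3, Gα16, NFAT-BLA reporter; Detection: FRET β-lactamase substrate fluorescence, excitation 405 nm, 460/535 nm emission ratio, background-subtracted; Read-out: percent activation versus median 1 µM S1P response, basal-subtracted, per plate; Incubation: cells plated overnight, compound 4 h 37 °C, substrate 2 h RT.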
5HT1a antag – antagonists of human 5-HT1a serotonin receptor. 62,000 tested, 0.68% active. AID 612. CHO 5-HT1a Ga15 NFAT-bla reporter, antagonist mode. inhibition, % at 10 µM;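 active = inhibition above the mean of all tested compounds plus 3 SD, cut at about 43% in these data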;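 also: receptor stimulated by 5-CT agonist at 100 nM near EC80; beta-lactamase reporter measured by ratiometric fluorescence of a cleavable substrate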
Target sequence (P08908 whole entry, looked up): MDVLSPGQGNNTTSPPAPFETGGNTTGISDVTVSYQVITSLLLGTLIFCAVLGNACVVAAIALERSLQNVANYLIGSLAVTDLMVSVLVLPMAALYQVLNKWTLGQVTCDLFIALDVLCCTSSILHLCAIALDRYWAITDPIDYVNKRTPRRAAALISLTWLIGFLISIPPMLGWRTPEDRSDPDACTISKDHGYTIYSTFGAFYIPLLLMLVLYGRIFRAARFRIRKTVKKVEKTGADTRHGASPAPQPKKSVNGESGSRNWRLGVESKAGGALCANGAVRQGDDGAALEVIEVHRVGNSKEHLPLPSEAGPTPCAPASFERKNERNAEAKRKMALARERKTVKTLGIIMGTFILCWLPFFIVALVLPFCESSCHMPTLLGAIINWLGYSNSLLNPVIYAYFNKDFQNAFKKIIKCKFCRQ
HTR1E agonist – 5-HT1E (human) receptor agonism; AID 574; activation, % at 6 µM; CHO 5-HT1E Ga15 NFAT-bla reporter, FRET; 0% DMSO wells, 100% control agonist wells; 65,000 tested, 0.69% active; P28566;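 active = activation above a set limit, the screen-wide mean activation plus 3 SD, cut at about 8.5% in these data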;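 also: 100% = positive control agonist at 1 µM giving full maximal response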
HTR1A agonist – 5-HT1a (human) receptor agonism; P08908; CHO 5-HT1a Ga15 NFAT-bla reporter, FRET ratio; 0% basal, 100% maximal reference agonist; activation, % at 10 µM; 65,000 tested, 0.56% active; AID 567;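 active = activation above the screen-wide mean activation plus 3 SD, cut at about 19% in these data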;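 also: 0% = DMSO wells and 100% = 5-CT at EC100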
HEK293 NFkB inh – lowers PMA/ionomycin-induced NF-kB signal in HEK293 cells | HEK-293 NF-kB luciferase reporter, luminescence | inhibition, % at 3 µM | 62,000 tested, 0.21% active | AID 465;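 active = inhibition above the mean of all tested compounds plus 3 SD, cut at about 40% in these data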;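 also: 0% = stimulated DMSO wells and 100% = 10 µM reference inhibitor 5653914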
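Material: HEK-293 cells with stable firefly luciferase reporter driven by four HIV NF-kB elements / Also added: PMA plus ionomycin mix as NF-kB-activating stimulus / Compound dosing: 3 µM once, 0.30% DMSO / Times: 1 h pretreatment, 16 h stimulation, 37 °C / Signal: luminescence / Evaluation: per-plate % inhibition versus controls / Benchmarks: DMSO and 10 µM reference inhibitor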
5HT1E antag – 5-HT1E (human) receptor antagonism. inhibition, % at 6 µM. 65,000 tested, 0.99% active. CHO 5-HT1E Ga15 NFAT-bla reporter, FRET, antagonist. AID 571;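 active = inhibition above a set limit, the mean inhibition across every tested compound plus 3 SD, cut at about 29% in these data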;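 also: signal is the 460 over 535 nm emission ratio of beta-lactamase substrate; 0% = agonist plus DMSO wells and 100% = wells without agonist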
D1 allo mod – allosterically modulates the human D1 dopamine receptor; B-score at 10 µM; P21728; 58,000 tested, 5.9% active; HEK293 D1, CRE-luciferase, dopamine EC30 potentiation; actives deviate in either direction;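 active = luminescence count or its row- and column-corrected plate score outside the 99.7% band of the plate's sample wells, on either side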
S1P1 ag-PAM – activates or potentiates agonism at human S1P1 receptor; P21453; S1P1 CRE-bla cells, forskolin, beta-lactamase FRET, potentiator mode; S1P1 agonist co-added at EC20, 2 nM; 100% = saturating reference agonist, 0% = basal; activation, % at 9.5 µM; 56,000 tested, 0.57% active; AID 449;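 active = activation above a cutoff set at the mean activation of all tested compounds plus 3 SD, cut at about 54% in these data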;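 also: forskolin at 4 µM as EC80 and the EC20 agonist is SEW2871; 100% = SEW2871 at its EC100 plus forskolin at EC80; some compounds past the cut are filed as inactive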
Target sequence (P21453 whole entry, looked up): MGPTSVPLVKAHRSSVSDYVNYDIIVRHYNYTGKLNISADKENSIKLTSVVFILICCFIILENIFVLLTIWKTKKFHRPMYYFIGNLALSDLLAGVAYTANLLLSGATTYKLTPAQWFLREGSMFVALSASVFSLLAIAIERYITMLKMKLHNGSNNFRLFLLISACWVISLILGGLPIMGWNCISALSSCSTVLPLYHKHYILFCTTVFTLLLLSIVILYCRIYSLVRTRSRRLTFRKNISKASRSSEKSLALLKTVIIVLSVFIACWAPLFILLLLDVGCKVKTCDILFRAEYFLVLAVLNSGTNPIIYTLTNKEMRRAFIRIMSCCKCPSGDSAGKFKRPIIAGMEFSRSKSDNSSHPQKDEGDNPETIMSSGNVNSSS
Jurkat viability – cytotoxic compounds reducing Jurkat cell viability; AID 463; 56,000 tested, 1.2% active; Jurkat E6.1 viability, ATP luminescence, 48 h; inhibition, % at 4 µM;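 active = inhibition above the mean inhibition of all tested compounds plus 3 SD, cut at about 28% in these data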
Starred values were filed as active, the others as inactive; / = no result given.

nr	SMILES	S1P3 ag	5HT1a antag	HTR1E agonist	HTR1A agonist	HEK293 NFkB inh
1	CCOC(=O)c1oc2ccccc2c1NC(=O)Cc1cccs1	0.0	16	-0.3	-3.1	10
2	N#Cc1c(N)nc(N2CCCC2)c(C#N)c1-c1ccc(Cl)cc1	-0.3	-3	-0.4	10	10
3	COc1ccc(CNC(=O)CN(CC2CCCO2)C(=O)CNS(=O)(=O)c2ccc(C)cc2)cc1 (stereo not drawn)	0.0	-4	0.4	-2.1	6
4	Cc1c(C(=O)NC(C)c2ccncc2)oc2ccccc12 (stereo not drawn)	-1.1	6	0.1	-2.3	17
5	O=S(=O)(c1cccc(-c2cn3cccnc3n2)c1)N1CCOCC1	1.8	-1	1.1	-0.4	6
6	CCn1c(=O)c(=O)[nH]c2cc(C(=O)NC3CCCc4ccccc43)ccc21 (stereo not drawn)	/	7	-1.0	-2.8	15
7	COc1ccc(S(=O)(=O)N(CCCN2CCCC2=O)Cc2cc3c(C)ccc(C)c3[nH]c2=O)cc1	0.0	-4	0.2	4.1	12
8	Cc1ccc(NC(=O)c2nnn(CC(=O)Nc3ccccc3)c2N)cc1C	0.4	6	0.1	-0.5	15
9	CC1OC(Nc2cccc3ccccc23)C(O)C(O)C1O (stereo not drawn)	-0.5	21	0.1	-6.4	13
10	Cn1cnnc1SCC(=O)N1c2ccccc2-c2c(ssc2=S)C1(C)C	0.1	1	-0.7	-1.1	18

nr	5HT1E antag	D1 allo mod	S1P1 ag-PAM	Jurkat viability
1	16	0.69	-44	-3
2	2	-0.76	13	7
3	-3	0.039	22	-5
4	5	-1.1	16	2
5	-9	-0.25	-22	0
6	0	0.58	/	/
7	-3	0.35	-35	-4
8	5	-1.2	25	-2
9	-2	-1.4	-4	5
10	-3	0.37	6	5

The listing continues:
nr	SMILES	S1P3 ag	5HT1a antag	HTR1E agonist	HTR1A agonist	HEK293 NFkB inh
11	COc1cccc(NC(=O)N2CCOCC2)c1	0.6	2	-0.8	-0.3	6
12	Cc1ccccc1S(=O)(=O)Nc1nc2ccccc2nc1N1CCOCC1	-0.3	6	0.0	-1.8	35
13	c1ccc(-c2noc(COc3ccc4c(c3)OCO4)n2)cc1	-0.2	-7	-0.2	0.7	-7
14	CCOC(=O)c1c(C)c(C(=O)NCc2ccc3c(c2)OCO3)c(C)n1CC	-0.6	12	-1.5	-2.2	10
15	CCOc1ccc(NC(=O)c2ccccc2OC)cc1	0.1	17	-1.3	-3.4	-19
16	CCn1c2c(c3cc(Cl)ccc31)CCCC2=O	-1.0	-18	0.4	0.3	6
17	N#CC1=C(N)Oc2n[nH]c(CSc3ccccc3)c2C12C(=O)Nc1ccccc12 (stereo not drawn)	-0.2	4	-0.3	-2.6	10
18	CCc1nnc(NC(=O)c2ccc(S(=O)(=O)NC3CCCCC3)cc2)s1	-0.7	-1	-0.7	2.1	-5
19	O=C(CSC1=NCCS1)N1CCN(c2ccccc2)CC1	/	9	-0.1	-3.2	8
20	O=C(CCN1C(=O)C2C3C=CC(C3)C2C1=O)N1CCN(c2ccccc2Cl)CC1 (stereo not drawn)	-0.5	3	-1.3	-0.7	5

nr	5HT1E antag	D1 allo mod	S1P1 ag-PAM	Jurkat viability
11	5	-0.3	-10	-4
12	-2	-0.0064	0	6
13	-3	-0.81	24	-5
14	-6	2.7	-3	4
15	-5	0.018	-13	1
16	11	-0.98	-22	2
17	2	-0.42	/	-5
18	10	-1	27	27
19	1	-0.51	/	/
20	-2	-0.0096	-16	4

Carrying on.
nr	SMILES	S1P3 ag	5HT1a antag	HTR1E agonist	HTR1A agonist	HEK293 NFkB inh
21	O=S(=O)(c1ccccc1)N1CCSC1c1ccco1 (stereo not drawn)	-0.5	24	0.2	-2.9	14
22	COc1ccc(C(=O)CSc2nc3nc(C)cc(C)n3n2)cc1OC	-0.7	11	-0.9	0.5	12
23	O=C(O)CN1CCN(Cc2ccc(F)cc2Cl)C1=O	-0.2	6	1.3	-1.1	12
24	COC(=O)c1cc(C(=O)OC)cc(-n2c(C)cc(C(=O)CC#N)c2C)c1	/	-3	0.0	-0.4	1
25	O=C1CC(N2CCN(CCc3ccccn3)CC2)C(=O)N1c1ccc(Cl)cc1 (stereo not drawn)	-1.0	-1	1.1	-2.9	-6
26	Cc1cc(Cl)ccc1OCCCC(=O)N1CCOCC1	0.2	-18	0.5	1.2	-1
27	CC12C(=O)N(Cc3ccccc3)C(=O)C1C1C=CC2C1 (stereo not drawn)	-0.6	-7	0.3	-0.1	5
28	COc1ccc(-n2c(Cc3cccn3C)nnc2SCC(=O)Nc2ccc(C)cc2)cc1	-1.2	3	-0.1	-0.9	0
29	Brc1cccc(-c2nnc3sc(CNC4CCCC4)cn23)c1	-0.7	-4	0.7	0.1	6
30	NS(=O)(=O)c1ccc(NS(=O)(=O)/C=C/c2ccccc2)cc1	1.3	-9	-0.6	-1.8	5

nr	5HT1E antag	D1 allo mod	S1P1 ag-PAM	Jurkat viability
21	-2	0.0094	-6	-1
22	25	11*	/	3
23	4	-0.57	-11	0
24	4	/	/	/
25	7	0.25	2	-2
26	-2	1.6	/	3
27	-1	-0.37	/	-1
28	-7	0.093	33	0
29	5	0.34	7	-1
30	1	0.54	-10	1

Record cards (already shown). Values in the order: S1P3 ag	5HT1a antag	HTR1E agonist	HTR1A agonist	HEK293 NFkB inh	5HT1E antag	D1 allo mod	S1P1 ag-PAM	Jurkat viability
Cc1cc(Cl)ccc1OCCCC(=O)N1CCOCC1 is listed as 0.2	-18	0.5	1.2	-1	-2	1.6	/	3
COc1ccc(C(=O)CSc2nc3nc(C)cc(C)n3n2)cc1OC is listed as -0.7	11	-0.9	0.5	12	25	11*	/	3
COC(=O)c1cc(C(=O)OC)cc(-n2c(C)cc(C(=O)CC#N)c2C)c1 is listed as /	-3	0.0	-0.4	1	4	/	/	/

The listing continues:
nr	SMILES	S1P3 ag	5HT1a antag	HTR1E agonist	HTR1A agonist	HEK293 NFkB inh
31	Cc1nnc(NC(=O)CCC(=O)N2CCN(CCc3ccccc3)CC2)s1	-1.0	-6	0.4	5.2	8
32	CCSc1nnc(NC(=O)Cc2ccc(OC)c(S(=O)(=O)N3CCOCC3)c2)s1	0.4	-16	0.0	-0.7	17
33	CCC(c1nnc(SCC(=O)N2CC(=O)Nc3ccccc32)n1Cc1ccccc1)N(C)C (stereo not drawn)	0.3	-6	0.4	-1.0	5
34	CN(C)C(=O)N1CCCC(C(=O)NCc2cccs2)C1 (stereo not drawn)	0.1	-6	-0.3	-3.9	8
35	O=C(CN(C(=O)CNS(=O)(=O)c1ccccc1)c1ccc2c(c1)OCCO2)NC1CCCCC1	-0.5	-6	-0.6	-1.1	5
36	O=C(c1cccs1)N1CCN(Cc2ccncc2)CC1	-0.6	-6	-0.3	1.0	7
37	O=C(NCc1ccco1)C1CCCN(S(=O)(=O)c2cccc3nsnc23)C1 (stereo not drawn)	-0.8	8	-0.7	-1.9	18
38	Cc1n[nH]c(C)c1S(=O)(=O)N(CC(=O)Nc1ccc2c(c1)OCCO2)c1ccc(C(C)C)cc1	-0.4	12	0.7	-0.4	22
39	O=C(C1CCC1)N1CCc2cc(S(=O)(=O)Nc3ccc4c(c3)OCO4)ccc21	-1.2	8	-0.9	-4.8	14
40	O=C(COC(=O)C1CC(=O)N(Cc2ccco2)C1)c1ccc(OC(=O)c2ccco2)cc1 (stereo not drawn)	/	-7	-0.7	1.8	1

nr	5HT1E antag	D1 allo mod	S1P1 ag-PAM	Jurkat viability
31	-8	/	-2	5
32	-2	/	-11	-4
33	-11	0.047	2	-10
34	0	0.93	-8	-2
35	-4	-0.49	-7	-6
36	9	-0.00042	4	4
37	0	0.84	-1	-3
38	23	-0.67	20	0
39	7	0.37	52	16
40	3	-0.99	/	/

The list goes on.
nr	SMILES	S1P3 ag	5HT1a antag	HTR1E agonist	HTR1A agonist	HEK293 NFkB inh
41	COc1ccc(-c2nn(C)c(=O)c3ccccc23)cc1NS(C)(=O)=O	-0.6	/	-0.7	1.8	/
42	CC1CCN(C(=O)CSc2nnc(Cc3cc(=O)[nH]c(=O)[nH]3)n2-c2ccc(Cl)cc2)CC1	1.2	-7	0.5	-0.3	9
43	Cc1cc(N2CCOCC2)nc2ccc(NC(=O)CCC(=O)N3CCCC(C)C3)cc12 (stereo not drawn)	-1.1	-1	0.6	-2.2	-25
44	Cc1ccc(NC(=O)CCn2c(=O)oc3ccccc32)c(C)c1	-0.2	4	-0.3	-1.2	10
45	CCc1cc(C=NC2CCCCC2)c(O)s1	-1.0	16	-1.3	-1.6	-20
46	CCCOc1ccc(C2C(=O)N(C3CCCCC3)CC(=O)N2CCC)cc1OC (stereo not drawn)	/	-4	0.5	1.4	16
47	COc1ccc(-c2cc(NCc3ccccn3)n3ncnc3n2)cc1	/	-14	-0.1	-2.6	13
48	O=C(Nc1nc(-c2ccccc2)cs1)c1cccs1	-0.4	9	-0.3	-0.8	8
49	C=C1CSc2nc(=O)c3c4c(sc3n21)CCC4	-1.8	-5	-0.8	-2.6	3
50	O=C(c1cc2nc(-c3ccco3)cc(C(F)(F)F)n2n1)N1CCCc2ccccc21	-0.5	10	-1.1	-2.2	19

nr	5HT1E antag	D1 allo mod	S1P1 ag-PAM	Jurkat viability
41	9	/	-79	/
42	-18	-0.089	10	-2
43	3	0.73	6	5
44	5	-1.3	6	2
45	3	-0.072	4	-3
46	-4	-0.28	/	/
47	21	1.9	/	/
48	-1	-0.21	11	7
49	-10	0.083	18	3
50	-8	/	-6	0

Additional structures follow.
nr	SMILES	S1P3 ag	5HT1a antag	HTR1E agonist	HTR1A agonist	HEK293 NFkB inh
51	CC(=O)Nc1ccc2nc(-c3ccccn3)[nH]c2c1	-0.5	-8	0.1	-3.4	-7
52	CNC(=O)CN(c1ccc(OC)cc1)S(=O)(=O)c1ccc(F)cc1	-1.6	9	-0.3	-0.6	9
53	CCOC(=O)C1CCN(C(=O)CS(=O)Cc2nc(-c3ccc(C)cc3)oc2C)CC1 (stereo not drawn)	-0.5	9	0.3	0.9	8
54	O=C(C1CCC(CNS(=O)(=O)c2cccc3cccnc23)CC1)N1CCCC1 (stereo not drawn)	-0.4	-10	-0.1	-1.1	16
55	CC1(C)CC(=O)C2=C(C1)NC(Nc1nc3ccccc3o1)=NC21CCCCC1	-1.1	3	-0.7	-0.9	7
56	O=C(CCn1c(=S)[nH]c2cc3c(cc2c1=O)OCO3)NCCN1CCCC1	/	0	-1.3	-1.9	13
57	O=C(Nc1ccc2c(c1)OCO2)c1ccccc1SCC(=O)N1CCCC1	-0.2	2	0.2	-0.8	21
58	COc1ccc(N2CCN(c3oc(COc4ccc(Cl)cc4Cl)nc3C#N)CC2)cc1	-0.4	59*	-0.1	-0.9	22

nr	5HT1E antag	D1 allo mod	S1P1 ag-PAM	Jurkat viability
51	-5	-0.51	4	1
52	9	/	-8	-2
53	-13	0.84	-4	-2
54	-8	0.91	-4	-3
55	1	0.8	2	1
56	0	/	/	/
57	-9	-0.17	-1	-2
58	-1	-0.2	2	-6

The order is random (roughly 8.3% active in at least one column).
